Screening results from PubChem.
RAD52 anneal inh – RAD52 (human) annealing inhibition; P43351; recombinant RAD52 DNA annealing, FRET fluorescence; inhibition, % at 18.7 µM; hit rate 0.46% among 360,000;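 active = every replicate showing at least 50% inhibition; inconclusive = mean inhibition at least 50% but not in every replicate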
Target sequence (P43351 whole entry, looked up): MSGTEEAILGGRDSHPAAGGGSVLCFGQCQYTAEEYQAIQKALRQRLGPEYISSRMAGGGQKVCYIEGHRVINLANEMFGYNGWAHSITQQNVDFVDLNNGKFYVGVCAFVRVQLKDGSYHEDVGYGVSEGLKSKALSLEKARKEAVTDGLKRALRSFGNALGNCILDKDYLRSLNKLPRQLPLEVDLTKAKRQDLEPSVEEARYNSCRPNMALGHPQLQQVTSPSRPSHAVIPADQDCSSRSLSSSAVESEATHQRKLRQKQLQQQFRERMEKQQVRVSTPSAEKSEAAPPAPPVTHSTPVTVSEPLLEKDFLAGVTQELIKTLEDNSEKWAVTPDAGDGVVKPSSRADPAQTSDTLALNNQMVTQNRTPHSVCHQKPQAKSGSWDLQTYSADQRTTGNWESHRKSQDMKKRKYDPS
RAD54 inh – blocks human RAD54 Holliday junction branch migration; Q92698; FAM/BHQ fluorescence; AID 602329; inhibition, % at 10.4 µM; hit rate 0.14% among 360,000;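 active = mean normalized replicate activity at least 40 and at least half of replicates scoring 40 or more; inconclusive = only one of the two criteria met; inactive = mean below 40 and under half of replicates reaching 40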;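 note: 0% = median of neutral control wells and 100% = median of positive control wells; inhibitors cause a drop in the FAM fluorescence signal; in these data hits start at about 50%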
Xi reactivation – activators of X-chromosome reactivation in mouse fibroblasts; hit rate 0.055% among 360,000; XiGFP mouse fibroblasts, % GFP-positive cells imaging, 3 d; cells co-treated with 5-aza-dC sensitizer; scaled so ellipticine positive control = 100%; activation, % at 7.58 µM;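 active = mean normalized replicate activation at least 10% and every replicate at or above 10%; inconclusive = only one of the two criteria met; inactive = mean below 10% and not all replicates reach 10%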;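 note: 0% = median of on-plate neutral control wells and 100% = ellipticine 6 µM median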
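Assay system: SV40-immortalized XiGFP fibroblast cells, line 68-5-11; buffer or medium: DMEM plus 5-aza-dC sensitizer; compound: one concentration, pinned; timing: compounds 3 days, fix/stain 15 min at room temperature; benchmarks: positive control ellipticine, 6 µM final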
DENV2 CPE – protects cells from dengue virus 2 cytopathic effect | DENV2-infected cells, cytopathic effect rescue, plate reader | hit rate 1.7% among 350,000 | CPE inhibition, % at 9.99 µM; in the data active = CPE inhibition above about 20%, passing the limit was not always enough; inconclusive = no clear call, values can overlap the other calls; tested in BHK-21 cells;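 note: 0% = median of neutral control wells and 100% = median of positive control wells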
F508del corr – CFTR F508del correction in bronchial cells | CFBE cells, YFP halide quenching; stimulated with forskolin plus potentiator P3; % fluorescence drop versus neutral controls | activity (quench increase), % at 7.58 µM | hit rate 0.36% among 350,000;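 active = mean added fluorescence quench of at least 8% versus neutral control, with both replicates also reaching 8%; inconclusive = only one of the mean or replicate conditions met; inactive = mean below 8% and not both replicates reaching 8%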;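 note: cells transiently co-express mutant CFTR-F508del with the halide-sensitive YFP; corrector assay measuring rescue of mutant channel to the surface after 24 h compound exposure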
E-sel inducer – E-selectin induction on HUVECs; P16581; HUVEC E-selectin immunofluorescence imaging; normalized: neutral wells 0, TNF-alpha wells 100; activation, % at 7.58 µM; hit rate 0.37% among 260,000; AID 686992;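 active = mean E-selectin-positive cell signal at least 10% of the positive control, reached in at least 60% of replicates, without over 20% cell loss; inconclusive = no rule given, readout overlaps actives, possibly toxicity-flagged; inactive = the rest, including those meeting only one limit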;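 note: in these data hits start at about 27%; measured in HUVEC primary endothelial cells; signal is the percent of cells scored E-selectin positive by PE staining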
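material = human umbilical vein endothelial cells (HUVEC), E-selectin induction | quantity = 3,000 cells/well | medium = EGM-2 growth medium on 0.1% gelatin-coated wells | technique = immunofluorescence imaging | read-out basis = % PE-positive cells | control set = TNF-alpha positive control, DMSO neutral control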
Casp6 inh – blocks human caspase-6 cleavage activity; P55212; purified caspase-6, Z-VEID-R110 cleavage fluorescence; inhibition, % at 12.5 µM; hit rate 0.53% among 350,000;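 active = mean inhibition across replicates at least about 35%, with every replicate also reaching that limit, limit read from the data; inconclusive = only one of the two criteria met; inactive = neither criterion met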;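 note: 0% = median of neutral control wells and 100% = no fluorescence left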
Target sequence (P55212 24-179 limits assumed): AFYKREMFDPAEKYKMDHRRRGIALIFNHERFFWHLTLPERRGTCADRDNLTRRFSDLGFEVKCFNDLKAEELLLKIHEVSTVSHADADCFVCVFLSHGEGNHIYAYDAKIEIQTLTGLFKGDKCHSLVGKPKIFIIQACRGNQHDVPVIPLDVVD
Target sequence (P55212 194-293 limits assumed): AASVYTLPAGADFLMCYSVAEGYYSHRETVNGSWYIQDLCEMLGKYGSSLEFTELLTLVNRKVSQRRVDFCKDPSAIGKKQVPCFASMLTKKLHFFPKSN
INS-1E GSIS act – primary screen for activators of insulin secretion dependent on glucose, INS-1E cells, GLuc reporter luminescence; INS-1E GLuc reporter insulin secretion, 2-3 h; activation, % at 16.6 µM; hit rate 0.61% among 370,000;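 active = lowest replicate activation of at least 40%, so every replicate reaches that level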;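 note: 0% = median of neutral control wells and 100% = median of IBMX positive control wells; some compounds called inactive have numbers as strong as hits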
Active calls of the source: *; ? = inconclusive; · = not tested or not shown.

SMILES	RAD52 anneal inh	RAD54 inh	Xi reactivation	DENV2 CPE	F508del corr	E-sel inducer	Casp6 inh	INS-1E GSIS act
CCOc1ccc2nc(NC(=O)c3cccc(-c4cc5ccccc5oc4=O)c3)sc2c1	-2.4	·	0.0	-2.0	·	·	-2.6	2.9
Cc1ccccc1OCC(=O)NCC(=O)OCc1ccc(Br)cc1	-5.5	-1.9	0.3	-3.8	-1.5	·	2.4	-11.8
CC1CCCN(CC(O)COc2ccc(-c3ccccc3)cc2)C1 (configuration not stated)	0.5	1.9	0.1	19.5	0.7	0.4	-2.6	17.0
Cc1ccc(S(=O)(=O)NC(=O)C2(C)CCN2C(=O)Cc2cccs2)nc1 (configuration not stated)	-11.6	-5.9	0.0	0.9	2.2	0.2	1.0	37.3
O=C(C1=COCCO1)N1CCN(c2nc3ccc([N+](=O)[O-])cc3s2)CC1	-5.8	-5.4	0.2	0.9	-0.1	·	0.2	11.0
C[C@@H]1CCCCO[C@@H](CN(C)C(=O)c2ccccc2)[C@H](C)CN([C@H](C)CO)C(=O)c2cc(NC(=O)C3CCCCC3)ccc2O1	-3.8	-25.0	-0.4	2.1	2.2	-0.2	0.9	-12.7
O=C(CN(C(=O)CCC(=O)Nc1ccccn1)c1ccccc1F)NCc1ccc2c(c1)OCO2	-22.0	-4.6	0.2	4.3	0.6	0.0	4.7	0.5
Cc1ccc(OCC(=O)Oc2c(C)cccc2C)cc1	2.8	1.4	0.0	3.6	-1.6	·	-3.0	6.6
COc1ccc(OCc2cc(=O)c3ccc4c(c3o2)C=CC(C)(C)O4)cc1OC	-18.9	-4.7	0.0	-12.1	0.8	-0.1	-1.1	15.2
Cc1ccc(-n2c(SCC(=O)N3CCOCC3)nnc2-c2ccncc2)cc1C	-13.2	-1.4	0.0	-1.9	1.2	4.2	-1.7	-25.4
O=C(NC1CCN(C(=O)c2cccc([N+](=O)[O-])c2)CC1)c1ccccc1	-5.2	-2.1	0.1	-10.8	2.4	0.0	0.5	-5.9
O=C(NCc1ccccc1CN1CCCC1)c1cc2cc(Cl)ccc2o1	-21.9	2.0	0.0	-3.9	-2.2	-1.2	-0.8	-9.2
O=C(Nc1ccc2c(c1)OCO2)c1cc(C2CCCCN2C(=O)c2ccc3ccccc3c2)on1 (configuration not stated)	-5.8	-10.7	0.2	-7.1	-4.7	-0.1	-3.1	10.5
O=C(c1ccccc1)N1CCC(c2nc3c(nnn3Cc3ccco3)c(=O)[nH]2)CC1	-5.9	-1.2	0.2	2.8	-2.4	0.9	-1.0	16.6
CCn1c(SCC(=O)Nc2ccc(OC)cc2)nc2nc3c(cc2c1=O)COC(C)(C)C3	3.2	8.7	0.3	-2.2	1.4	0.2	1.9	6.5
CN(C)CC(=O)N[C@H]1C=C[C@H](CC(=O)O)O[C@@H]1CO	2.6	·	0.1	0.7	2.1	0.1	-0.2	-4.3
CC1CCCCC1NC(=O)c1ccc(S(=O)(=O)NCC2CCCO2)cc1 (configuration not stated)	-6.4	1.1	-0.1	2.1	1.1	-0.4	3.2	-2.7
Cc1ccccc1-c1nc(CS(=O)CC(=O)NC2CC2)c(C)o1 (configuration not stated)	-1.5	-4.8	0.1	-11.2	2.1	·	0.3	11.7
COc1ccc(NC(=O)Nc2ccc3c(c2)[C@H]2C[C@H](CC(=O)NCc4ccc5c(c4)OCO5)O[C@@H](CO)[C@H]2O3)cc1	-0.7	4.8	0.0	-4.8	-1.3	0.0	-1.9	17.9
O=C(Nc1ccccc1C(F)(F)F)N1CCN(c2ccc3nncn3n2)CC1	1.3	0.2	·	4.9	0.8	·	-5.0	5.0
Cc1ccc([C@H]2C[C@H](n3cc(C4CC4)nn3)[C@@H](O)CN2CC2CCCCC2)cc1	-87.8	10.6	0.0	?	2.4	0.0	-0.6	-20.8
Cc1ccc(C)c(NC(=O)c2cc(C)nc3ccccc23)c1	-99.7	5.3	0.0	-7.6	-0.2	·	-0.2	2.8
CCCC(=O)Nc1ccc(NC(=O)c2ccccc2F)cn1	-13.5	-1.9	-0.1	-4.4	0.8	·	-0.1	8.1
COc1cccc(NC(=O)COC(=O)Cn2c(C)csc2=O)c1	-6.0	10.7	0.0	11.8	-0.3	-0.7	0.1	12.2
CC(C)(C)C(=O)c1no[n+]([O-])c1/C(=N/O)C(C)(C)C	-9.3	-1.9	·	·	·	·	-1.0	-0.1
SMILES	RAD52 anneal inh	RAD54 inh	Xi reactivation	DENV2 CPE	F508del corr	E-sel inducer	Casp6 inh	INS-1E GSIS act
CC(C)(C)[S@](=O)N1Cc2cc(C(=O)NCc3ccncc3)nc(-c3cccc(-c4cccc(C#N)c4)c3)c2[C@@H]1CCO	21.9	1.5	0.1	-6.0	1.4	-0.1	-7.7	-8.0
C[C@@H]1CN([C@@H](C)CO)C(=O)Cc2cc(NC(=O)Nc3ccccc3)ccc2O[C@H]1CN(C)C(=O)Nc1ccc2c(c1)OCO2	-9.1	-5.3	-0.1	4.0	2.8	-0.4	2.3	-12.6
COc1ccccc1CNC(=O)CN1C(=O)CSc2ccc(S(=O)(=O)N3CCCC3)cc21	-7.0	·	0.5	-1.5	-4.3	·	1.7	3.7
O=C(Cc1ccccn1)NCC[C@H]1CC[C@@H](NS(=O)(=O)c2ccc(Cl)cc2)[C@H](CO)O1	-7.0	0.1	-0.3	-3.1	-0.5	0.3	-5.7	7.6
CC(C)c1cc(N2CCN(C(=O)c3ccco3)CC2)n2c(nc3ccccc32)c1C#N	9.8	1.1	-0.1	-4.8	1.5	-1.7	2.1	·
COc1ccc2c3c(n(C)c2c1)[C@H](CO)N(CC1CCCC1)CC31CN(C(=O)Nc2ccccc2)C1	1.6	·	0.0	5.4	0.6	0.2	·	-17.2
COc1cccc(-n2c(CN3CCN(c4ccccc4)CC3)nc3ccc([N+](=O)[O-])cc3c2=O)c1	-3.8	8.8	-0.1	-8.1	1.2	·	1.8	2.2
Cc1cccc(NC(=O)c2ccccc2OCC(=O)N2CCOCC2)c1C	4.8	9.8	·	-3.6	3.6	·	2.1	-3.0
Cn1c(COc2ccccc2O)[n+](C)c2ccccc21	0.8	3.2	0.0	-1.7	-0.8	3.4	-2.0	7.7
C=CCN(CC=C)C(=O)CN1C(=O)NC(c2ccccc2)(c2ccccc2)C1=O	-13.9	-11.8	0.1	12.0	1.8	-0.1	5.3	-5.7
CCN(C(=O)COc1ccc(C(=O)c2ccccc2)cc1)c1ccccc1	-14.4	-3.9	0.1	1.0	-2.1	0.1	3.1	-23.8
CCOC(=O)C1(CCOc2ccccc2)CCN(Cc2cccc(-n3cccn3)c2)CC1	1.9	0.8	-0.1	3.8	-3.7	4.3	3.8	-25.9
COc1ccc(CCNC(=S)N2CCN(S(=O)(=O)c3cccc(F)c3)CC2)cc1	-10.8	-8.5	0.0	-4.7	-4.7	-0.1	1.4	1.1
COc1ccc(OC)c(NC(=O)c2csc(Cl)c2OC)c1	-1.1	-3.7	0.1	-7.0	-2.6	37.7*	-8.5	-18.5
COc1cccc(NC(=O)N2CC(=O)N3[C@@H](CO)[C@@H](c4ccc(C#CC5CCCC5)cc4)[C@@H]3C2)c1	17.7	·	0.1	-6.7	1.0	-0.5	1.4	-3.9
Cc1nnc(C)c2c(C)n(-c3ccc4ncccc4c3)c(C)c12	-3.9	7.2	0.0	6.5	-1.1	0.0	5.9	6.8
CC(=O)Nc1cccc(C(=O)OCC(=O)NCc2cc(C)c(O)c(C)c2)c1	-5.6	2.5	0.1	2.2	-2.2	-0.1	-0.8	3.9
CCOC(=O)c1[nH]c(C)c(C(=O)NC2CCCCC2)c1C	-11.9	2.9	0.2	-1.9	-4.9	0.1	-2.2	4.0
C[C@@H]1CCCCO[C@@H](CN(C)C(=O)c2ccccc2)[C@H](C)CN([C@@H](C)CO)C(=O)c2cc(NC(=O)NC3CCCCC3)ccc2O1	4.9	0.9	0.3	-6.7	-1.2	-0.3	0.7	-13.4
O=C(CSc1nnc(COc2ccccc2)o1)NC1CC2CCC1C2 (configuration not stated)	-3.7	-8.7	0.5	10.5	-3.0	·	1.9	3.3
COc1ccc(C(CNC(=O)C(=O)NC2CCCCC2)N2CCN(C)CC2)cc1 (configuration not stated)	-4.1	-9.9	0.2	-4.7	-0.9	·	-13.0	2.4
CCc1cc(C(=O)c2ccc(OC)cc2)c(NC(=O)CC(C)(C)CC(=O)O)s1	-29.8	·	0.0	-8.7	1.8	-0.1	0.2	-13.3
C[C@H]1CCCCO[C@@H](CN(C)C(=O)Nc2ccccc2)[C@@H](C)CN([C@@H](C)CO)C(=O)c2cc(NC(=O)NC3CCCCC3)ccc2O1	13.1	-3.5	-0.1	-1.6	0.6	·	-0.7	-17.0
O=C(NCCc1cccc(Cl)c1)c1cccnc1	-9.0	1.6	·	·	·	·	-4.9	2.7
Cc1ccc2c(c1)N(CC(=O)NCCCN1CCOCC1)C(=O)C(C(C)C)O2 (configuration not stated)	-5.3	·	0.0	-7.7	-1.2	·	-1.6	13.6
CC(C)c1ccc(NC2CCCN(C(=O)CCN3CCCCC3=O)C2)cc1 (configuration not stated)	-15.0	-4.9	0.1	-3.9	1.5	·	-4.8	-10.8
C[C@@H]1CN([C@@H](C)CO)C(=O)Cc2cc(NC(=O)CCCCCC(=O)Nc3ccccc3N)ccc2O[C@H]1CN(C)C(=O)Nc1ccccc1	2.6	·	0.2	5.1	0.1	0.1	3.3	5.6

A different layout for part of the listing above.
Values run as follows: RAD52 anneal inh | RAD54 inh | Xi reactivation | DENV2 CPE | F508del corr | E-sel inducer | Casp6 inh | INS-1E GSIS act
CCOC(=O)c1[nH]c(C)c(C(=O)NC2CCCCC2)c1C
→ -11.9 | 2.9 | 0.2 | -1.9 | -4.9 | 0.1 | -2.2 | 4.0
C[C@@H]1CCCCO[C@@H](CN(C)C(=O)c2ccccc2)[C@H](C)CN([C@@H](C)CO)C(=O)c2cc(NC(=O)NC3CCCCC3)ccc2O1
→ 4.9 | 0.9 | 0.3 | -6.7 | -1.2 | -0.3 | 0.7 | -13.4
O=C(CSc1nnc(COc2ccccc2)o1)NC1CC2CCC1C2 (configuration not stated)
→ -3.7 | -8.7 | 0.5 | 10.5 | -3.0 | · | 1.9 | 3.3
COc1ccc(C(CNC(=O)C(=O)NC2CCCCC2)N2CCN(C)CC2)cc1 (configuration not stated)
→ -4.1 | -9.9 | 0.2 | -4.7 | -0.9 | · | -13.0 | 2.4
CCc1cc(C(=O)c2ccc(OC)cc2)c(NC(=O)CC(C)(C)CC(=O)O)s1
→ -29.8 | · | 0.0 | -8.7 | 1.8 | -0.1 | 0.2 | -13.3
C[C@H]1CCCCO[C@@H](CN(C)C(=O)Nc2ccccc2)[C@@H](C)CN([C@@H](C)CO)C(=O)c2cc(NC(=O)NC3CCCCC3)ccc2O1
→ 13.1 | -3.5 | -0.1 | -1.6 | 0.6 | · | -0.7 | -17.0
O=C(NCCc1cccc(Cl)c1)c1cccnc1
→ -9.0 | 1.6 | · | · | · | · | -4.9 | 2.7
